Source: PubChem BioAssay
EBI2 block: blocks human EBI2 receptor beta-arrestin signaling; P32249; EBI2 beta-arrestin recruitment, luminescence, 7a,25-OHC stimulated; inhibition, % at 5 µM; actives 0.81% (n = 360,000); AID 651636; in the data active = inhibition above about 38%;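 note: enzyme fragment complementation signal reports receptor beta-arrestin coupling in cells; 0% = agonist plus DMSO wells and 100% = wells without agonist; some results beyond the cut were filed as inactive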
APJ antag: antagonists of human APJ apelin receptor | inhibition, % at 20 µM | P35414 | CHO-K1 APJ beta-arrestin complementation, luminescence | actives 0.32% (n = 330,000) | AID 2521;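 active = inhibition above about 40% at 20 µM, limit read from the data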;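 note: cells challenged with 10 nM apelin-13 agonist together with compound; plate controls were apelin-13 plus DMSO wells for no effect and DMSO wells lacking apelin-13 for full effect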
Target sequence (P35414 whole entry, looked up): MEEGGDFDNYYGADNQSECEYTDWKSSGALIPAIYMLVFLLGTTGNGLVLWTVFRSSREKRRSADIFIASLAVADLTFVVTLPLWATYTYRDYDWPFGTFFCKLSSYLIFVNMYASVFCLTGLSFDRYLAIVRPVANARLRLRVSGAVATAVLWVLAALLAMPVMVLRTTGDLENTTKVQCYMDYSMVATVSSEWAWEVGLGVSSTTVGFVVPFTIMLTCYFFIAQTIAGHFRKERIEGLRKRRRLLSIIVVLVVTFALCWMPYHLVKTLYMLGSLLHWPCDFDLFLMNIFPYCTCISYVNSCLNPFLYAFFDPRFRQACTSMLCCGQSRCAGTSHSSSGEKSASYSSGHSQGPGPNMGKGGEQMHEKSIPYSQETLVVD
UBC13 inh: human UBC13 polyubiquitination inhibition. actives 0.47% (n = 330,000). inhibition, % at 20 µM. AID 485273. P61088. UBC13 polyubiquitin chain formation, TR-FRET; in the data active = inhibition above about 45%, passing the limit was not always enough
Target sequence (P61088 whole entry, looked up): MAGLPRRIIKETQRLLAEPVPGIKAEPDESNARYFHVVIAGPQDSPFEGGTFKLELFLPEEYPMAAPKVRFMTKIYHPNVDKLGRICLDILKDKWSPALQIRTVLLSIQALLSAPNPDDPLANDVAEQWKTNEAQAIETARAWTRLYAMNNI
Jurkat NFkB inh: lowers PMA/ionomycin-induced NF-kB signal in Jurkat cells; PMA/ionomycin-induced NF-kB luciferase reporter, luminescence; inhibition, % at 4 µM; actives 0.53% (n = 330,000); in the data active = inhibition above about 50%
Gli-Sufu block: antagonists of Gli-Sufu signaling. Sufu-KO-LIGHT fibroblasts, Gli luciferase reporter luminescence. actives 0.74% (n = 340,000). inhibition, % at 5 µM;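 active = inhibition above about 55%, limit read from the data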;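 note: 0% = DMSO-treated cells and 100% = wells with medium but no cells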
697 NFkB inh: lowers PMA/ionomycin-induced NF-kB signal in 697 B cells | 697 B-cell NF-kB luciferase reporter, 16 h | inhibition, % at 4 µM | actives 0.33% (n = 330,000) | AID 435022; in the data active = inhibition above about 35%
CCR6 antag: antagonists of human CCR6 receptor | P51684 | CHO-K1 CCR6 PathHunter beta-arrestin, luminescence, CCL20-stimulated | inhibition, % at 20 µM | actives 0.49% (n = 340,000);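 active = compounds whose inhibition of the agonist-driven luminescence signal at 20 µM reaches about 50%, limit read from the data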;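 note: cells stimulated with CCL20 at 14 nM final; plate controls were DMSO with CCL20 for no effect and DMSO without agonist for full effect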
Target sequence (P51684 whole entry, looked up): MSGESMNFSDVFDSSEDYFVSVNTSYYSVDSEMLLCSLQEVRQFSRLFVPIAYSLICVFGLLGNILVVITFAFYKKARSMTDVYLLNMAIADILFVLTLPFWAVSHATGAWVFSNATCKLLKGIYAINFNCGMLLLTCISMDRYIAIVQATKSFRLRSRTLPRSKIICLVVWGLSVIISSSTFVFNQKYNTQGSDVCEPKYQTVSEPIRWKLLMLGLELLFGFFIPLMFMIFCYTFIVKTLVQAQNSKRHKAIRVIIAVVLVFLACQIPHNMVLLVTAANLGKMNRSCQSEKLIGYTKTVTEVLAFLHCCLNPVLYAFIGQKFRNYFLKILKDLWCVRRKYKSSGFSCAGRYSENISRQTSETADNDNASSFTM
CXCR6 inh: CXCR6 (human) receptor inhibition; O00574; AID 602244; inhibition, % at 20 µM; CHO-K1 PathHunter CXCR6 beta-arrestin, luminescence; actives 0.36% (n = 360,000); in the data active = inhibition above about 34%, passing the limit was not always enough;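 note: antagonist mode with CXCL16 agonist at 10 nM final; 0% = 10 nM CXCL16 with DMSO and 100% = unstimulated wells without agonist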
* = called active by the depositor; x = not tested or not shown.

SMILES	EBI2 block	APJ antag	UBC13 inh	Jurkat NFkB inh	Gli-Sufu block	697 NFkB inh	CCR6 antag	CXCR6 inh
COc1ccc(S(=O)(=O)NCc2c(-c3ccccc3)noc2C)c(OC)c1	-4	-6	1	1	-5	1	-4	-3
O=C(c1cnn2c1NC(c1ccc(Br)cc1)CC2C(F)(F)F)N1CCN(C23CC4CC(CC(C4)C2)C3)CC1 (stereo unspecified)	0	-4	-14	10	-2	-3	-1	11
COc1ccc(CN2CCN(Cc3c[nH]c4ccccc34)CC2)cc1	-1	24	3	-30	5	-21	7	0
O=C1CCCc2c1cc(-c1ccccc1)n2-c1ccc(O)cc1	-16	10	-12	3	7	-9	11	0
CCOC(=O)N/N=C(/C)c1cccc(-n2cnnn2)c1	-7	-3	2	-7	-1	19	0	-3
Cc1ccc(OCCSc2nc3ccccc3n2CC(=O)O)cc1	-4	-21	-7	-14	-18	0	4	-8
COc1cc([N+](=O)[O-])ccc1-c1ccc(/C=C2\C(=O)ON=C2c2ccccc2)o1	41	x	x	x	-4	x	18	16
Cc1ccc([N+](=O)[O-])cc1S(=O)(=O)Nc1ccc(C(=O)NCc2ccccn2)cc1	3	2	-11	9	-6	6	6	0
NNC(=O)c1cccnc1Oc1ccccc1	-4	-5	6	0	43	8	-11	5
CC(=O)c1ccc(NC(=O)c2cnn3ccccc23)cc1	0	4	-1	0	4	36*	-6	4
CC(C)c1cc(C(=O)NCc2cccnc2)no1	-10	-11	8	8	-1	13	-9	-3
CCCCn1c(N)c(N(CCOC)C(=O)C2CCN(S(=O)(=O)c3ccc(C)cc3)CC2)c(=O)[nH]c1=O	1	9	-3	7	-7	11	0	2
CCCCn1c(N)c(N(CC)C(=O)/C=C/c2ccco2)c(=O)[nH]c1=O	0	0	-8	7	-2	11	-3	-1
O=C(Oc1ccc(C(=S)N2CCOCC2)cc1)c1ccc([N+](=O)[O-])cc1[N+](=O)[O-]	0	-32	8	1	35	12	-27	-14
O=C(Cc1cccs1)NNC(=O)c1ccc(F)cc1	-5	-2	6	-3	-3	5	2	-3
CCN(CC)CCNC(=O)c1ccc(NC(=O)c2ccc(F)cc2)cc1	-11	-23	9	-1	4	27	-5	-5
CCN(CC(=O)NCc1ccc(F)cc1)C(=O)c1ccc(C(=O)c2ccccc2)cc1	1	11	4	4	-32	3	5	-5
O=c1n(-c2ccccc2)c(=O)n2n1CCC2	-1	1	-5	-9	2	-13	-2	-2
COC(=O)C1CCN(C(=O)CN2C(=O)c3ccccc3S2(=O)=O)CC1	-3	10	2	2	-8	15	8	-10
Cc1ccc(/C(O)=C2\C(=O)C(=O)N(CC(C)O)C2c2ccc(N(C)C)cc2)cc1 (stereo unspecified)	0	18	-8	24	-1	-2	-8	-4
O=C(Nc1cccc(C(F)(F)F)c1)c1cc2ncc(Br)cn2n1	0	-1	-4	14	3	5	-12	-2
O=C(Cc1cccc(NC(=O)C2CCCN(C(=O)c3ccccc3)C2)c1)Nc1ccc(C(=O)N2CCCCC2)cc1 (stereo unspecified)	-8	x	x	x	3	x	0	-2
COc1ccc(-n2nnc3c(SCc4ccccc4)ncnc32)cc1	8	12	3	-6	-17	6	6	1
CCc1c(C)sc(NC(=O)c2cccs2)c1C(N)=O	-2	2	-4	-57	20	-55	-3	-6
CC(=O)c1c(C)n(CC(=O)NCc2ccco2)c2ccccc12	-7	1	13	-4	24	13	-1	-4
SMILES	EBI2 block	APJ antag	UBC13 inh	Jurkat NFkB inh	Gli-Sufu block	697 NFkB inh	CCR6 antag	CXCR6 inh
Cc1ccccc1NC(=O)Cn1cccc1	-12	-14	2	-5	2	18	7	-2
Cc1ccccc1NC(=S)NNC(=O)c1ccoc1C	-3	24	8	-37	0	-17	29	18
CCN1C(=O)C(CC(=O)Nc2ccc(OC)cc2)N(CCc2ccccc2)C1=S (stereo unspecified)	6	-26	-2	-6	4	8	6	8
CCOC(=O)c1c(C)[nH]c(C(=O)C(C)Cl)c1C (stereo unspecified)	7	0	8	9	10	10	-2	-1
CN(C)CCCNS(=O)(=O)c1ccc(NC2CCCCCC2)c([N+](=O)[O-])c1	-2	2	-5	56*	36	-26	20	6
O=C(Cc1nc(=O)c2ccccc2s1)Nc1ccccc1	14	-1	-7	-208	-124	-318	-16	7
COc1ccccc1NC(=O)/C(C#N)=C/c1cccn1C	1	18	-3	-13	-9	4	0	6
Cc1ccc(S(=O)(=O)c2nc(-c3ccccc3)oc2NCCN2CCOCC2)cc1	5	6	0	4	-2	1	5	-8
CC(C)NC(=O)Nc1cccc2c1O[C@H](CN(C)S(=O)(=O)c1cccs1)[C@@H](C)CN([C@H](C)CO)C2=O	-6	3	1	1	-2	9	3	-4
CCCCN1C(=N)N([C@@H](C)CN2CCC[C@H]2CN2C(N)=NC[C@@H]2Cc2ccccc2)C[C@H]1Cc1ccccc1	-4	2	28	1	0	6	4	6
CC1CN(C(=O)Nc2ccc3c(c2)OCO3)CC(C)O1 (stereo unspecified)	-5	-10	4	-31	-35	-24	5	-4
Cc1nn(Cc2ccc(F)cc2)c(C)c1NC(=O)c1cnn2cccnc12	-14	6	0	5	4	5	-3	8
O=C(N/N=C/c1ccc(-c2cccc(C(F)(F)F)c2)o1)c1cccc(F)c1	22	-7	-6	1	-11	-4	5	1
CC(OC(=O)c1ccc(S(=O)(=O)N(C)C)cc1)C(=O)Nc1ccc(Cl)cn1 (stereo unspecified)	-3	4	-4	4	1	-13	11	3
O=C(Nc1ccc(S(=O)(=O)N2CCCCC2)cc1)c1ccccc1F	-2	20	2	15	26	7	4	3
Cn1c(=O)[nH]c(=O)c2c1nc(CN1CCOCC1)n2CCCO	-3	23	4	-6	-5	12	0	-2
CN(C)C(=O)CSc1ncnc2scc(-c3ccccc3)c12	7	-12	1	-4	10	2	14	-3
Cc1sc2ncnc(N3CCC(C(=O)NNC(=O)c4ccc(F)cc4)CC3)c2c1C	-6	-60	3	8	10	0	9	1
CCOC(=O)C1CCN(Cc2ccc(OC)c(C)c2OC)CC1	3	1	-10	-9	1	0	3	5
O=C(c1c(O)c2ccccc2oc1=O)C1CCCCC1	-1	8	2	6	-1	-1	-9	-5
CC(C)(C)c1ccccc1OCC(=O)NCc1ccccc1	1	-8	-4	-18	6	-21	6	6
Cn1ncc([N+](=O)[O-])c1C(=O)Nc1ccccc1C(=O)O	4	14	-3	-5	5	10	7	5
CCOC(=O)c1c(NC(=O)CC(C)C)sc(C(C)=O)c1C	13	19	5	16	-4	-8	-4	4
c1cnc(SCCOc2ccc3c(c2)CCC3)nc1	-3	-3	-5	-176	-133	-200	9	-6
COc1ccc(N(Cc2ccccc2)C(=O)OC(C)(C)C)c(C(=O)N(C)OC)c1	0	7	1	5	5	-3	-4	-6
SMILES	EBI2 block	APJ antag	UBC13 inh	Jurkat NFkB inh	Gli-Sufu block	697 NFkB inh	CCR6 antag	CXCR6 inh
O=C(NC1=NCCS1)c1ccccc1	8	-18	0	-18	10	-23	9	4
O=C(c1cccs1)N(Cc1cccc(F)c1)C1CCS(=O)(=O)C1 (stereo unspecified)	-11	7	0	3	-3	22	-3	-1
CCn1cc(C(=O)Nn2cnnc2)c(=O)c2ccc(C)nc21	-8	-16	-2	-7	-2	11	-1	-16
CN(CC(=O)Nc1cccc(F)c1)C(=O)c1ccncc1	-5	22	7	-5	0	12	3	-2
Clc1nc(-c2ccccc2)c2ccccc2n1	-4	-7	4	10	-3	4	7	-2
O=C(NCc1ccco1)c1ccc2c(=O)n(Cc3ccco3)c(SCC(=O)N3CCCC3)nc2c1	-10	1	-8	-2	-24	-2	-23	-3
CCOC(=O)N1CCN(S(=O)(=O)c2ccc(C(=O)Nc3nnc(C)o3)cc2)CC1	-1	4	-8	8	3	8	-3	-9
COc1ccc(-c2cc(C(=O)OCC(=O)Nc3cc(C)on3)c3ccccc3n2)cc1OC	3	-8	11	-21	6	21	-9	-2
O=C(Nc1ccon1)c1ccccc1Cl	-6	-12	7	4	-8	7	4	2
O=C1NC2(CCc3ccccc3C2)C(=O)N1CCOc1cccc(Cl)c1 (stereo unspecified)	-9	0	-3	12	5	5	15	10
O=C1C2CC(O)CN2C(=S)N1Cc1ccccc1 (stereo unspecified)	1	12	-3	-2	5	-10	22	9
c1ccc(-c2ncnc3cc4n(c23)CCC4)cc1	2	-12	16	-1	6	2	-8	-8
O=C(CN1C(=O)COc2ccc(Cl)cc21)Nc1ccc(N2CCOCC2)cc1	12	-21	-2	11	5	10	7	-7
O=C(C1CC1)N1CCN(c2ccc([N+](=O)[O-])cc2)CC1	-6	22	-9	0	53	4	14	11
O=C(NCCc1ccccc1)C1CCCN1C(=O)Nc1cccc(Cl)c1 (stereo unspecified)	-11	24	1	19	1	15	14	8
O=C(Cc1ccc(F)cc1)N/N=C/c1ccc(-c2ccc(Cl)c(C(=O)O)c2)o1	-12	5	-5	2	3	1	12	-5
O=C(CCc1ccc(O)cc1)NNC(=S)NCCc1ccccc1	-1	12	8	12	6	0	-5	0
CCN(CC(=O)NCCCN1CCOCC1)S(=O)(=O)c1cc(Cl)ccc1Cl	7	8	-2	3	6	7	-14	-2
C[C@H](CO)N1C[C@H](C)[C@@H](CN(C)C(=O)NC2CCCCC2)Oc2c(cccc2N(C)C)C1=O	-3	17	19	6	-12	8	0	-2
COc1ccc(F)cc1S(=O)(=O)Nc1ccncc1	-7	-12	-7	-25	-4	1	10	-4
COc1ccc(C(C(=O)NC2CCCC2)N(CC2CCCO2)C(=O)Cc2cccs2)cc1OC (stereo unspecified)	2	-17	1	15	13	1	-3	12
CCc1ccc(/C([O-])=C(/C(=S)NCCN2CCOCC2)[n+]2ccccc2)cc1	-11	16	4	-3	-1	13	-2	-5
Cc1ccc(NC(=O)C(=O)NN=C2CCCC2)cc1C	-2	-32	-4	-10	-15	-22	4	-2
Fc1ccccc1COc1ccc(-c2nnn(Cc3ccccc3F)n2)cc1	17	5	-1	15	-5	29	4	3
O=C(N/N=C/c1cccc(Oc2ccccc2)c1)c1cccc(Br)c1	13	8	-3	3	41	-8	15	-2

One compound at a time, from the list above. Screens in order: EBI2 block | APJ antag | UBC13 inh | Jurkat NFkB inh | Gli-Sufu block | 697 NFkB inh | CCR6 antag | CXCR6 inh
CCn1cc(C(=O)Nn2cnnc2)c(=O)c2ccc(C)nc21 is listed with -8 | -16 | -2 | -7 | -2 | 11 | -1 | -16
Clc1nc(-c2ccccc2)c2ccccc2n1 is listed with -4 | -7 | 4 | 10 | -3 | 4 | 7 | -2
O=C(c1cccs1)N(Cc1cccc(F)c1)C1CCS(=O)(=O)C1 (stereo unspecified) is listed with -11 | 7 | 0 | 3 | -3 | 22 | -3 | -1

Structures above printed as active in 697 NFkB inh.
Compound	EBI2 block	APJ antag	UBC13 inh	Jurkat NFkB inh	697 NFkB inh	CCR6 antag	CXCR6 inh
CC(=O)c1ccc(NC(=O)c2cnn3ccccc23)cc1	0	4	-1	0	36*	-6	4

Next section
SMILES	EBI2 block	APJ antag	UBC13 inh	Jurkat NFkB inh	Gli-Sufu block	697 NFkB inh	CCR6 antag	CXCR6 inh
O=C(NNc1nc2ccccc2s1)c1ccc(F)cc1	-2	-21	8	-15	-15	-45	-8	-1
C=CCn1c(SCC(C)=O)nc2scc(-c3ccc(C)o3)c2c1=O	14	15	-5	-61	5	-65	9	7
COc1cccc(C(c2sc3nc(C)nn3c2O)N2CCc3ccccc3C2)c1 (stereo unspecified)	5	8	0	-9	-6	9	0	-7
CN(C)C(=O)N1CCN(C(=O)N2CCOCC2)CC1	-7	3	-2	-22	-9	-35	0	-6
Cc1ccc(S(=O)(=O)NCc2ccccc2)cc1C(=O)N1CCCCCCC1	13	-20	16	7	1	11	0	10
Cc1ccc(Oc2ncccc2COC(=O)Nc2ccccc2C)cc1	26	-4	-10	1	0	-3	8	4
O=C(CSc1nnc(-c2ccccc2O)o1)N1CCCCC1	-7	15	6	-13	-17	7	-2	7
CCCc1cc(C(=O)NCc2ccc(OC)cc2)no1	-4	11	-3	-29	-25	-23	1	-4
COc1ccccc1C1CCN(Cc2cccc3ccccc23)CC1	0	12	12	10	32	-1	8	-4
C/C(=C\c1ccccc1)CN1CCC(C(=O)N2CCCCC2)CC1	-3	-8	-2	-9	12	-2	-12	-1
N#Cc1ccc(Oc2nc(C#N)cc(-c3ccccc3)n2)cc1	11	3	8	-4	18	-14	13	2
O=C(NCCS(=O)(=O)N1CCN(c2ccccc2)CC1)c1ccc(Br)o1	-2	8	-6	10	-11	16	3	-6
O=C(Cn1nc(-c2ccc(Cl)cc2)ccc1=O)NCCN1CCOCC1	-7	2	-7	1	-3	9	-4	-2
